Bioassay records as filed in PubChem.
BAZ2B inh – blocks human BAZ2B; Q9UIF8; AlphaScreen BAZ2B-H3K14Ac peptide displacement; Potency, µM (doses to about 114 µM), inactives show top-dose activity change, negative = inhibition, hits mostly inhibitors; 4.4% of 360,000 active; also: % is scaled to controls: 0 for no effect and ±100 for the full control effect; nearly all actives have a fitted effect of over 60% in size
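In this displacement format the biotinylated H3(5-23) peptide acetylated at Lys14 serves as ligand at 50 nM, with BAZ2B at 50 nM in PBS pH 7.4 containing 0.01% Tween-20. Donor and acceptor beads are 10 ug/mL final.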
Pin1 inhibitor – blocks the human prolyl isomerase Pin1 | AID 504891 | Pin1 FP peptide displacement, HiFluor488, 10 min | Potency, µM (doses to about 115 µM), for the others: top-dose activity, negative = inhibition, most hits filed as inhibitors | Q13526 | 0.009% of 390,000 active; active = well fitted inhibition curve with a large enough effect in the polarisation, with a control signal flat, not every such curve was filed as active; inconclusive = small, poorly fitted or top-dose-only effect, or effect the other way, or a change in a side signal; inactive = no such curve, though single readings can be large or run the other way; the % refers to the polarisation; also: % is scaled to controls: 0 for no effect and ±100 for the full control effect
Target sequence (Q13526 whole entry, looked up): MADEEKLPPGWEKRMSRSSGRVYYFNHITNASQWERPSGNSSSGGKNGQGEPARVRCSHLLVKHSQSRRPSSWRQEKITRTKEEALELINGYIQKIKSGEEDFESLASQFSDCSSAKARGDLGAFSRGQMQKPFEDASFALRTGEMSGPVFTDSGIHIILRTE
GLS inhibitor – blocks human kidney-isoform glutaminase activity; O94925; GLS enzymatic activity, qHTS titration; Potency, µM (top dose mostly 45.5 µM), inactives show top-dose activity change, negative = inhibition, hits mostly inhibitors; 0.21% of 410,000 active; AID 624170; also: % is scaled to controls: 0 for no effect and ±100 for the full control effect
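Assay buffer: 45 mM KH2PO4 pH 8.2, 0.02% Tween-20. hKGA acts on L-glutamine (1 mM solution added); product glutamate is reported by an oxidase/peroxidase Amplex Red coupling, with fluorescence taken at baseline and 30 min.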
G9a inh – G9a (human) methyltransferase inhibition | 8.8% of 350,000 active | Potency, µM (doses to about 102 µM), inactives show at the top dose activity, negative = inhibition, most hits filed as inhibitors | G9a H3K9 monomethylation, AlphaScreen, 2 h; also: % is scaled to controls: 0 for no effect and ±100 for the full control effect; nearly all actives have a fitted effect of over 75% in size
Target sequence (Q96KQ7 913-1193 limits assumed): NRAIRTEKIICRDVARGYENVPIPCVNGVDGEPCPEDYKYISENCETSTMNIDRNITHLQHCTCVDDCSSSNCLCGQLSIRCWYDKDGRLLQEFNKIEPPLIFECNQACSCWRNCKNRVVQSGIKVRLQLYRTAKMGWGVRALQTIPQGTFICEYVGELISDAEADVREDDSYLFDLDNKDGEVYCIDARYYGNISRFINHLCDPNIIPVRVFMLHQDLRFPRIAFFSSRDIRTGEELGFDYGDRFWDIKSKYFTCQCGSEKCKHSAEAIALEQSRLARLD
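Signal arises when biotinylated H3K9 peptide, once monomethylated, bridges streptavidin donor and antibody-captured acceptor beads. Enzyme at 20 nM was preincubated 15 min with test compounds; peptide 500 nM and SAM 20 uM then reacted for 2 h.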
Tb PGK inh – inhibitors of T. brucei phosphoglycerate kinase | Potency, µM (doses to about 57.5 µM), inactives show at the top dose activity change, negative = inhibition, most hits filed as inhibitors | 0.043% of 380,000 active | PGK/GAPDH coupled, Kinase-Glo luminescence, 60 min | P07378; also: % is scaled to controls: 0 for no effect and ±100 for the full control effect; nearly all actives have a fitted effect of over 60% in size
Target sequence (P07378 whole entry, looked up): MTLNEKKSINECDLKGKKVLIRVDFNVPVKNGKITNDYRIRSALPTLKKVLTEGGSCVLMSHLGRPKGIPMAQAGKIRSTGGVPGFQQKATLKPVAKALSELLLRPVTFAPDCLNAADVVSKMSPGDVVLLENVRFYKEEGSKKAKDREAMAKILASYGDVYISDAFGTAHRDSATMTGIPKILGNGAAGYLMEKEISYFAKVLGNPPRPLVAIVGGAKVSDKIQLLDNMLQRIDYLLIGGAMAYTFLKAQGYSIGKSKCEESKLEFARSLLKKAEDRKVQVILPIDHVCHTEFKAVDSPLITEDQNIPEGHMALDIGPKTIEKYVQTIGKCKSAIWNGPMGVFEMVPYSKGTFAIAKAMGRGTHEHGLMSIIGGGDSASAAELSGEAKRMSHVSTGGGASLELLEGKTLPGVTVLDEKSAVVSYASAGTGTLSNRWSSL
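Recombinant glycosomal PGK reaction used 1,3-bisphosphoglycerate generated in-well by GAPDH (100nM final) in 100mM TEA pH 7.6, 5mM MgCl2, 0.01% Tween-20. After 60 minutes at room temperature, ATP was read by Kinase-Glo Plus luminescence end-point.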
POLI inh – DNA polymerase iota (human) inhibition; AID 588590; 1% of 390,000 active; Potency, µM (series often up to 115 µM), without a hit: at the highest dose activity, negative = inhibition, actives largely listed as inhibitors; Pol iota fluorescent replication assay, 10 min; Q9UNA4
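Pol iota at 10 nM preincubated 15 min with compounds at room temperature; reaction started with fluorescent substrate, 50 nM final. Fluorescence read kinetically at 0 and 10 min; buffer-only wells as negative control.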
BLM inh – Bloom syndrome helicase (human) inhibition; P54132; recombinant BLM DNA unwinding, fluorescence dequenching; Potency, µM (highest dose often 56.1 µM), for the others: at the top dose activity change, negative = inhibition, hits mostly inhibitors; 0.2% of 350,000 active;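 also: plate controls were vehicle for no effect and no enzyme for full effect; nearly all actives have a fitted effect of over 35% in size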
HP1b chromo inh – HP1-beta chromodomain-methylated histone interaction inhibition; P83916; AlphaScreen HP1-beta / biotin-H3K9me3 peptide binding; Potency, µM (series often up to 114 µM), for inactives: top-dose activity change, negative = inhibition, actives largely listed as inhibitors; 0.56% of 390,000 active; AID 540317; also: nearly all actives have a fitted effect of over 70% in size; inactives centre near 23
Target sequence (P83916 whole entry, looked up): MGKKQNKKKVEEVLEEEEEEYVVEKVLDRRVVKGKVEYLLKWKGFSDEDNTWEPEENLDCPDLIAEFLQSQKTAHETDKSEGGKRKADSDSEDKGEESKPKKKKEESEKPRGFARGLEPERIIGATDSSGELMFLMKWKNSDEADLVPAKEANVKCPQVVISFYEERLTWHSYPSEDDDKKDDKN
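Compound inhibition of the preformed complex between 50 nM HP1-beta and 50 nM biotinylated H3K9me3 peptide was read by AlphaScreen. Buffer was PBS pH 7.4 with 0.01% Tween-20. Incubations ran 30 min at room temperature, with 10 ug/mL donor/acceptor beads.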
JMJD2A Tudor – inhibitors of human JMJD2A Tudor domain; O75164; AlphaScreen JMJD2A-Tudor / H3K4me3 peptide binding; Potency, µM (series often up to 114 µM), for the others: at the highest dose activity change, negative = inhibition, most hits filed as inhibitors; 4.4% of 390,000 active; AID 504339; also: % is scaled to controls: 0 for no effect and ±100 for the full control effect; nearly all actives have a fitted effect of over 50% in size
Starred values were filed as active, the others as inactive; i = inactive; ? = inconclusive; nt = no result given; & = joins results of further samples; [ ] = another dose, or the depositor's remark. Unless noted, calls follow the shape of the dose curve; as a rule, active = well fitted curve in the direction sought with a large enough effect; inconclusive = small, poorly fitted or top-dose-only effect, or another doubt; inactive = no such curve, though single readings can be large; an effect the other way counts as inactive or inconclusive. Potency is read from the fitted curve at half-maximal effect. This is a subset (hit frequency here may not be typical).

SMILES	BAZ2B inh	Pin1 inhibitor	GLS inhibitor	G9a inh	Tb PGK inh	POLI inh	BLM inh	HP1b chromo inh	JMJD2A Tudor
CCCOc1ccc(C(=O)OCC(=O)c2c(N)n(C)c(=O)n(C)c2=O)cc1OCC	-4%	3%	3%	8%	2%	133%[activator]	-1%	11%	-7%
N#Cc1c(N)n[nH]c1-c1cc2c([nH]1)CCCC2	?	6%	20%	?	-2%	13%	0%	-20%	?
COc1ccc(C(C)=O)cc1COC(=O)c1c(C)noc1C	11%	-5%	7%	18%[59 µM]	4%	18%	1%	26%	-4%
ON=C1c2ccccc2-c2ccc(Br)cc21	nt	6%	-1%	nt	-1%	7%	nt	35%	-12%
O=C(/C=C/c1cccs1)N1CCOCC1	6%	6%	-13%	0%[59 µM]	-2%	9%	1%	33%	-13%
Cc1[nH]c(C)c(S(=O)(=O)NCC(C)c2ccccc2)c1C(=O)N1CCCCC1 (stereo not given)	-16%	-3%	1%	nt	10%	-3%	1%	53%[activator]	-10%
COc1ccc(-c2nc(CS(=O)CC(=O)NCCC3=CCCCC3)c(C)o2)cc1 (stereo not given)	-2%	18%	-4%	79µM*	i	6%	-1%	57%[activator]	-19%
CC(C)OC(=O)C(C)Nc1ccc(F)c(Cl)c1 (stereo not given)	7%	4%	-1%	42%	-2%	195%[activator]	-2%	28%	7%
COc1ccc(NC(=O)CS(=O)(=O)Cc2nc(-c3ccc(C)cc3)oc2C)cc1	-25%	1%	1%	nt	-1%	-24%	-5%	18%	-14%
CCCCCCCCN1[C@@H](CC(=O)OCC)c2cc(F)ccc2S1(=O)=O	nt	?	3%	nt	10%	-1%&-9%	nt	119%[activator]	56%[activator]
Cc1ccc(S(=O)(=O)N(C)c2ccc(C(=O)N3CCN(Cc4ccc5c(c4)OCO5)CC3)cc2)cc1	?	0%	2%	2%[59 µM]	-2%	-12%	-10%	2%	?
COc1ccc(C2=CC(=O)C[C@H](c3ccc(Cl)cc3)C2)cc1	-2%	1%	-1%	6%[0.501 µM]	i	27%	nt	56%[activator]	0%
O=C(CCn1c(=O)[nH]c2ccsc2c1=O)N1CCN(c2cccc(Cl)c2)CC1	-8%	0%	3%	-1%[2.33 µM]	i	10%	-3%	84%[activator]	-5%[57.1 µM]
Cc1ccc(CNC(=O)CCS(=O)(=O)c2ccc(Cl)cc2)cc1	1%	0%	-12%	-17%	-19%	9%	0%	33%	-12%
C=CCNC(=O)c1ccc(-c2ccc([N+](=O)[O-])cc2)o1	1%	6%	-7%	?	0%	60%[activator]	-1%	18%	-21%
O=C(O)c1ccc(/C=N/N2CCN(c3ccccc3)CC2)cc1	-23%	-4%	-10%	?	4%	-20%	-1%	36%	-17%
COc1ccc(/C=C/C(=O)N(Cc2cccs2)C2CCS(=O)(=O)C2)cc1 (stereo not given)	-13%	3%	-3%	-5%	i	166%[activator]	-6%	51%[activator]	-2%
Cn1c(SCC(O)c2ccccc2)nnc1-c1ccc2ccccc2c1 (stereo not given)	-7%	-3%	-2%	?	-8%	10%	0%	35%	-3%
Cc1onc(-c2c(Cl)cccc2Cl)c1C(=O)NNC(=O)c1c(-c2c(Cl)cccc2Cl)noc1C	-7%	-4%	3%	3%	-10%	168%[activator]	-12%	21%	-6%
Cc1ccc(N2C(=O)CC(Sc3ncccn3)C2=O)cc1C (stereo not given)	6%	5%	-4%	24%[59 µM]	i	21%	-3%	68%[activator]	-5%
COc1ccc(-n2ncc3c2ncn2nc(-c4ccc(Cl)cc4Cl)nc32)cc1	6%	-6%	3%	1%[59 µM]	nt	-11%	2%	42%[activator]	18%
O=C(Nc1nc(-c2ccccc2)cs1)NC1CCCCC1	-6%	6%	4%	13%[59 µM]	-3%	28%	-9%	14%	-25%
O=C1CCC(=O)N1CNc1ccc(Oc2ccccc2)cc1	?	-2%	-10%	?	1%	38%[activator]	-4%	2%	?
O=c1cc(CSc2nnnn2-c2ccccc2)nc2nc[nH]n12	4%	1%	-3%	-27%[12.7 µM]	i	-10%	3%	22%	-31%
CCCCCC(=O)Nc1cc(S(=O)(=O)N2CCOCC2)ccc1N1CCCCC1	9%	2%	-2%	50µM*	1%	65%[activator]	nt	26%	5%
N=P(N1CCOCC1)(N1CCOCC1)C12CC3CC(CC(C3)C1)C2	nt	-6%	12%	-3%[59 µM]	13%	12%	1%	32%	-5%
CC(=O)c1ccc(S(=O)(=O)NCC2(N3CCOCC3)CCCCC2)cc1	1%	-1%	12%	-1%[2.33 µM]	i	8%	nt	47%[activator]	-1%
COc1ccc(-c2nc3ccccc3n2CCC(C)C)cc1OC	0%	-1%	-15%	-2%	-10%	0%	-7%	31%	1%
Cc1cc(C)cc(NC(=O)CNS(=O)(=O)c2ccc3nc(C)sc3c2)c1	19%	0%	-5%	0%[59 µM]	nt	-10%	-3%	52%[activator]	-14%
CCCN1C(=O)c2ccccc2NC1c1ccc(OC)c(CSc2ccccn2)c1 (stereo not given)	10%	8%	-13%	11%[59 µM]	-2%	100%[activator]	3%	42%[activator]	-7%
CCN(c1ccccc1)S(=O)(=O)c1cccc(C(=O)NCc2cccnc2)c1	10%	0%	6%	8%	2%	-4%	nt	31%	-9%
COC(=O)C1CCN(C(=O)c2cc3c(=O)n4cccc(C)c4nc3n2Cc2ccccc2)CC1	3%	7%	-13%	nt	i	-11%[58.9 µM]	-2%	51%[activator]	11%
CC(C)(C)c1ccc(C(=O)NCCC(=O)Nc2ccc(S(=O)(=O)Nc3nccs3)cc2)cc1	-38%	19%	-2%	?	-7%	-1%	nt	-1%	?
C=CCn1c(NCc2ccccc2OC)nc2ccccc21	-5%	1%	23%	-7%	-1%	20%	0%	65%[activator]	-7%
Cc1cc(CNC(=O)COc2c(F)c(F)cc(F)c2F)c2ccccc2n1	-8%	-6%	-9%	-6%	-4%	-21%	-8%	30%	10%
CCn1nc(C)c(CN2CCCC(CO)(Cc3cccc(Cl)c3)C2)c1C (stereo not given)	2%	4%	8%	-7%	-5%	2%	-1%	26%	-18%
Cc1cc(-c2ccc(C)c(S(=O)(=O)NCCC(C)N3CCCCCC3)c2)on1 (stereo not given)	-2%	-1%	7%	?	-5%	17%	-4%	27%	-3%
Cc1c(Cl)cccc1NC(=O)Nc1c[nH]c(=O)[nH]c1=O	-7%	-16%	9%	1%[59 µM]	12%	-4%	-8%	26%	-16%
S=C1NC[C@H](CC2CCCCC2)N1CCCCC1CCCCC1	0%	-10%	0%	0%[12.7 µM]	i	1%	-2%	5%	-32%
O=C(COC(=O)c1cncc(Br)c1)NC1CCCCC1	-20%	?	-5%	?	-13%	57%[activator]	-8%	34%	1%
COc1ccc(S(=O)(=O)NNC(=O)c2ccccc2-n2cccc2)cc1	-35%	-1%	-6%	?	-2%	16%	-3%	28%	-10%[11.4 µM]
CCCC[C@@H]1CCCO[C@@](C(=O)NCc2cc(C)n(C)n2)(C(F)(F)F)C1	nt	4%&-14%	4%	nt	-1%	10%&-11%	4%	17%&12%	-8%&-12%
Cc1nn(CC2CC2)c(=O)n1-c1ccc(Oc2ccccc2)cc1	-10%	-1%	-2%	-2%	i	14%	3%	14%	-12%
O=S(=O)(/N=C(\c1ccccc1)N1CCOCC1)c1ccc(Cl)cc1	15%	4%	3%	18%	-8%	12%	3%	27%	-5%
Cc1ccc(C)c(S(=O)(=O)N(C)Cc2cccs2)c1	97%[activator]	1%	9%	74%[activator][59 µM]	6%	1%	nt	155%	103%[activator]

Part of the list above in order of formula weight, rising:
SMILES	BAZ2B inh	Pin1 inhibitor	GLS inhibitor	G9a inh	Tb PGK inh	POLI inh	BLM inh	HP1b chromo inh	JMJD2A Tudor
O=C(COC(=O)c1cncc(Br)c1)NC1CCCCC1	-20%	?	-5%	?	-13%	57%[activator]	-8%	34%	1%
Cc1cc(CNC(=O)COc2c(F)c(F)cc(F)c2F)c2ccccc2n1	-8%	-6%	-9%	-6%	-4%	-21%	-8%	30%	10%
COC(=O)C1CCN(C(=O)c2cc3c(=O)n4cccc(C)c4nc3n2Cc2ccccc2)CC1	3%	7%	-13%	nt	i	-11%[58.9 µM]	-2%	51%[activator]	11%
CC(C)(C)c1ccc(C(=O)NCCC(=O)Nc2ccc(S(=O)(=O)Nc3nccs3)cc2)cc1	-38%	19%	-2%	?	-7%	-1%	nt	-1%	?

Next section
SMILES	BAZ2B inh	Pin1 inhibitor	GLS inhibitor	G9a inh	Tb PGK inh	POLI inh	BLM inh	HP1b chromo inh	JMJD2A Tudor
CCN1CCN(Cc2c(OC)ccc3ccccc23)CC1	-10%	-3%	6%	-3%[12.7 µM]	-2%	?	-9%	25%	-14%
O=C(NCCC1=CCCCC1)c1cc2c(s1)CS(=O)(=O)C2	-4%	0%	?	15%[12.7 µM]	3%	9%	-5%	24%	-10%
CN(C)CCOc1ccc2ccccc2c1	45µM*	-12%	-9%	11µM*	-2%	22%	34%[activator]	?	10µM*
CCCOc1ccc(N2C(=O)CC(N(CCc3ccccc3)C(=O)c3ccccc3)C2=O)cc1 (stereo not given)	-6%	-5%	5%	nt	7%	141%[activator]	-8%	25%	-8%
CCOC1=NN(c2ccc(Cl)cc2)C(=O)/C1=C\N(C)C	-26%	-6%	-15%	56µM*	i	43%[activator]	-1%	29%	-14%
CCc1nnc2n1N=C(c1ccc(Br)cc1)CS2	-9%	-4%	-1%	-8%	-3%	41%[activator]	-4%	22%	-8%
CCOC(=O)c1ccc(NC(=O)CSc2nnc(-c3cccs3)n2CC)cc1	9%	5%	-3%	-4%[12.7 µM]	-2%	-10%[58.9 µM]	-9%	27%	-24%
O=C(O)c1ccc2c(c1)C(=O)N(Cc1ccco1)C2=O	-23%	-3%	36%[activator]	56µM*	-2%	?	-2%	-19%	?
COc1ccccc1C1(CC(=O)O)CCOC(C)(C)C1 (stereo not given)	0%	3%	-4%	22%	i	12%	-1%	33%	-2%
CC1C(C)C(O)(c2ccccc2)CCN1C (stereo not given)	-3%	1%	-20%	1%[59 µM]	-3%	6%	0%	5%	-15%
